Compound activity as filed in PubChem BioAssay.
PfHsp40 yeast: rescue of PfHsp40-mediated yeast toxicity; S. cerevisiae expressing PfHsp40, growth rescue, ATP luminescence; growth rescue, % at 12.5 µM; 340,000 tested, 0.68% active; in the data active means growth rescue above about 28%, passing the limit was not always enough; inconclusive means no clear call, values can overlap the other calls;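 further: yeast W303a lacking pdr1 and pdr3 grown in galactose medium; growth measured after three days at 30 °C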
TcdB GH inh: TcdB glycohydrolase inhibition; AID 652162; P18177; inhibition, % at 9.99 µM; TcdB glycohydrolase enzymatic assay, plate reader; 350,000 tested, 0.24% active; in the data active means inhibition above about 10%
UGM FP inh: blocks M. tuberculosis UGM enzyme | P9WIQ1 | purified UGM, fluorescence polarization probe displacement | inhibition, % at 10 µM | 320,000 tested, 0.06% active | AID 504406; in the data active means inhibition above about 10%, passing the limit was not always enough; inconclusive means no clear call, values can overlap the other calls
GDH-TPI inh: counter-screen for M. tuberculosis FBA inhibitors: GDH-TPI coupled enzymes | 360,000 tested, 1.2% active | inhibition, % at 4.8 µM | GDH-TPI coupled enzyme counterscreen, NADH absorbance; in the data active means inhibition above about 30%;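 further: 0% = DMSO wells and 100% = wells lacking the enzyme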
Vc quorum ag: induces V. cholerae light production without autoinducers | V. cholerae BH1578 lux reporter, luminescence, 6 h | activation, % at 18.7 µM | 350,000 tested, 0.16% active; in the data active means activation mostly above about 9.7%, no sharp cut-off; inconclusive means no clear call, values can overlap the other calls; inactive means mostly below about 3.7%; further: not every result past the cut was called active; inactives centre near 0; reference of the scale not given here
FadD28 binding: blocks FadD28 binding to the bisubstrate probe; fluorescence polarization; 360,000 tested, 0.22% active; AID 588549; inhibition, % at 12.5 µM; in the data active means inhibition above about 8.5%, passing the limit was not always enough; inconclusive means no clear call, values can overlap the other calls
Yp Topo-I inh: blocks Yersinia pestis topoisomerase I activity; 360,000 tested, 0.064% active; Y. pestis Topo-I cleavage product accumulation, plate reader; activity, % at 10 µM; AID 504884; in the data active means activity above about 50%, passing the limit was not always enough; inconclusive means no clear call, values can overlap the other calls; further: inactives centre near 2
Mtb BioA inh: BioA (M. tuberculosis) enzyme inhibition; purified M. tuberculosis BioA enzyme, plate reader; inhibition, % at 9.99 µM; 360,000 tested, 0.096% active; AID 602481; in the data active means inhibition above about 40%; inconclusive means no clear call, values can overlap the other calls
FBA Mtb inh: Mtb fructose-bisphosphate aldolase inhibition; purified M. tuberculosis FBA, fluorescence read-out; inhibition, % at 1 µM; 360,000 tested, 2.3% active; AID 588726; in the data active means inhibition above about 27%;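 further: 0% = vehicle and 100% = reference inhibitor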
Active calls of the source: *; i = inactive; ? = inconclusive; nt = no result given; + = active, no number; & = joins results of further samples.

mol | GDH-TPI inh | FBA Mtb inh | Mtb BioA inh | Vc quorum ag | Yp Topo-I inh | TcdB GH inh | PfHsp40 yeast | UGM FP inh | FadD28 binding
CCOc1ccccc1OCCCC(=O)Nc1sccc1C(N)=O | 1 | -3 | nt | -0.5 | 5 | -0.9 | -0.3 | -0.9 | -5.1
CCC[C@H]1CN(c2ccccc2)C(=O)[C@@H]1CC(=O)Nc1ccc(OC)cc1 | -1 | 0 | 4.4 | i | 25 | 1.8 | nt | nt | -0.2
CC(C)c1ccc(C(=O)N2CCOCC2c2cc(C(=O)Nc3ccccc3)no2)cc1 (stereo unspecified) | -5 | 0 | 0.3 | -0.4 | 5 | 1.4 | nt | nt | -4.1
CCOc1ccc(OCCC(=O)NNC(=O)c2cc(OC)c(OC)c(OC)c2)cc1 | -6 | 0 | nt | -0.3 | 6 | 0.1 | -0.3 | 0.2 | -0.2
Cn1c(=O)c(N=O)c(N)n(Cc2ccccc2)c1=S | 32* | -1 | -0.4 | -11 | -6 | 0.9 | -0.8 | -1.5 | 0.5
CN(C(=O)c1cccc(NC(=O)Cc2ccc(NC(=O)C3CCCN(C(=O)C4CCCC4)C3)cc2)c1)C1CC1 (stereo unspecified) | -6 | -1 | 0.1 | -1.1 | 25 | 0.0 | -0.7 | nt | -0.3
COc1cc(NC(=S)Nc2cccnc2)cc(OC)c1 | -2 | 2 | nt | -2.1 | 6 | 0.6 | -0.7 | 3.1 | -3.5
COC(=O)[C@@H]1CCCN1Cc1nc(Cc2ccccc2F)no1 | 8 | -1 | nt | -0.6 | 5 | 1.5 | -1.2 | -1.4 | -3.3
COC(=O)c1c(C(=O)OC)c(-c2ccc(F)cc2)n2c1CSC2 | 4 | 1 | 13 | i | 5 | 1.4 | -0.1 | 0.2 | -0.9
CCCCNS(=O)(=O)c1ccc2nc(SCC(=O)Nc3cccc(F)c3)[nH]c2c1 | 7 | -4 | 5.2 | i | 4 | nt | 8.8 | -2.8 | -10
COc1cccc(NC(=O)CN(C)C(=O)c2cccc(NS(=O)(=O)c3ccc(Br)cc3)c2)c1 | -13 | -1 | 1.2 | -7.1 | 12 | 0.7 | 13 | nt | 0.6
Cc1cc(NC(=O)C(C)SCC(=O)Nc2ccccc2N2CCCC2)no1 (stereo unspecified) | 4 | 1 | 0.9 | i | 7 | 0.7 | 4.0 | -1.2 | -0.4
O=Cc1cn(CC(=O)Nc2ccccc2)c2ccccc12 | 5 | 0 | -3.0 | -0.3 | 3 | 0.4 | 0.6 | 3.2 | -2.3
O=C(CN1C(=O)NC2(CCCC2)C1=O)N1CCCSC1=Nc1ccccc1 | 1 | -2 | 2.0 | i | 2 | 0.1 | 0.9 | nt | -2.0
COc1ccc(NC(=O)C2(c3ccc(NC(=O)c4ccc(OC)cc4)cc3)CCCC2)cc1 | -1 | -2 | 0.1 | -0.2 | 2 | nt | 0.3 | -0.3 | -3.2
CC1Cc2ccccc2N1C(=S)NC1CCCC1 (stereo unspecified) | -2 | -1 | 0.0 | -0.1 | 7 | -0.1 | 1.0 | 1.2 | -4.5
CCN(CC)CCN(CC(=O)Nc1c(C)cc(C)cc1C)C(=O)c1ccccc1 | 1 | -2 | -0.6 | -0.4 | -1 | 3.0 | -1.6 | -1.2 | -1.7
Cc1cccc(C)c1NC(=O)CN1C(=O)COc2ccccc21 | 10 | -2 | -0.4 | i | -1 | 0.3 | -1.6 | 1.0 | -0.9
CCc1ccc(C(=O)CN2C(=O)NC(C)(CCc3ccccc3)C2=O)cc1 (stereo unspecified) | 7 | 1 | -0.6 | -0.2 | -1 | nt | -0.9 | 1.2 | -2.5
COc1cc2c(cc1OC)C1c3ccc(OC)c(OC)c3OCC1(O)C2 (stereo unspecified) | 3 | -2 | nt | nt | -1 | 1.1 | -0.8 | nt | -1.8
CC(C)(C)c1ccc(CSc2nnc(-c3ccccc3NC(=O)c3ccccc3)o2)cc1 | 1 | 0 | -0.9 | -0.2 | -5 | nt | -1.1 | -1.9 | -4.5
COCCOc1ccc(C(F)(F)F)cc1N | -7 | -1 | nt | i | 5 | -8.3 | -0.4 | -2.0 | -2.4
COc1ccc(NC(=O)CCN2CCN(S(=O)(=O)c3ccc(OC)cc3)CC2)cc1 | -5 | 1 | -1.0 | i | -7 | 1.3 | 0.2 | 2.2 | 0.6
Cc1ccccc1NC(=O)c1onc2c1CCCC2 | 0 | 3 | nt | -0.2 | -3 | nt | -1.2 | -1.1 | -1.4
Cc1ccc(NC(=O)CN(C)S(=O)(=O)c2cccc3cccnc23)cc1C | 8 | 0 | -0.5 | i | 3 | 0.9 | 1.3 | 0.5 | -2.6
OCCN1CCN(c2ncnc3nc[nH]c23)CC1 | 6 | 3 | 0.3 | -0.3 | 0 | 1.9 | 0.0 | -0.2 | -1.4
N/C(=N\OC(=O)c1ccc(Br)o1)c1cccnc1 | 5 | -1 | nt | i | 5 | 1.0 | 0.0 | nt | 0.1
Cc1cc(C)cc(Nc2nc3ccc(C)cc3n3cnnc23)c1 | 5 | 3 | 0.1 | i | -1 | 2.2 | -0.8 | 1.8 | -1.4
Cc1noc(C)c1S(=O)(=O)N1CCC(C(=O)NCCN2CCC(C)CC2)CC1 | 3 | 2 | -3.0 | -0.3 | -3 | nt | -1.8 | 2.2 | 0.3
CC(C)Sc1snnc1-c1ccccc1 | 12 | 2 | nt | -0.3 | 25 | 1.0 | 0.9 | -1.0 | -0.9
O=C(Nc1ncccn1)C1c2ccccc2Oc2ccccc21 | -6 | 3 | nt | i | 4 | 0.7 | 0.0 | 0.2 | -4.2
C[C@H](CO)N1C[C@H](C)[C@H](CN(C)S(C)(=O)=O)OCc2cnnn2CCCC1=O | 8 | 4 | -1.3&0.0 | -0.5 | -1 | 0.9&0.5 | nt | nt | -1.4
CCOC(=O)C1CCN(S(=O)(=O)c2cccc(-c3cn4cccnc4n3)c2)CC1 | 8 | + | 1.7 | -1.7 | 2 | nt | 0.0 | -1.1 | -4.2
O=[N+]([O-])c1ccc2nc(CN3CCCCC3)[nH]c2c1 | -4 | 0 | 1.0 | -0.9 | -2 | 1.9 | 1.8 | -1.1 | -2.8
COc1ccc(CC(=O)N[C@@H](CCSC)C(=O)N2CCC3(CC2)NCCc2[nH]cnc23)cc1 | 6 | 0 | 0.2 | -0.3 | 1 | -0.6 | 0.3 | 0.9 | -2.3
Cc1cc(C)n2nc(C(=O)OCC(=O)Nc3cc(Cl)ccc3C)nc2n1 | 8 | 5 | 1.3 | 3.1 | 1 | -0.5 | 0.7 | 1.8 | -0.6
S=c1[nH]nc(Cn2cnc3ccccc32)n1-c1ccccc1Cl | 14 | 2 | -0.7 | -0.1 | 3 | 0.4 | 9.8 | -0.7 | -2.3
CCc1ccc([C@@H]2C[C@H]3[C@@H](CN2S(=O)(=O)c2ccc(C)cc2)C(=O)C[C@@H](c2ccccc2F)N3S(=O)(=O)c2ccc(C)cc2)cc1 | -8 | -2 | -2.8 | -0.4 | 2 | 0.9 | nt | nt | -2.1
CC(=O)N1CCN(Cc2nc(-c3cccc(Cl)c3)no2)CC1 | -2 | -7 | nt | -0.2 | -4 | 0.5 | -0.9 | -4.7 | -4.7
O=[N+]([O-])c1cccc(-c2nnc(-c3ccccc3F)o2)c1 | -2 | -3 | -1.1 | 0.8 | 1 | 0.6 | ? | -1.0 | -3.4
O=C(CC1(O)CCCCC1)OC1CCCC1 | -4 | -1 | nt | -3.8 | 7 | nt | -0.3 | nt | -3.9
COc1ccc(NS(=O)(=O)c2ccc(/C=C/C(=O)O)cc2)cc1S(=O)(=O)N1CCOCC1 | 1 | -2 | -1.7 | -0.7 | -1 | -0.9 | 0.4 | -0.1 | -2.4
Cc1ccc(C(=O)NC(Cc2c[nH]c3ccccc23)C(=O)O)cc1 (stereo unspecified) | 10 | -2 | -0.7 | 1.4 | 0 | nt | -0.6 | 0.1 | -2.1
Cc1ccc(SCC(=O)NCc2ccccc2C)cc1 | 2 | 0 | -0.3 | -0.4 | 2 | 1.9 | 1.4 | 0.4 | 0.6
O=C(COC(=O)c1cccc(Br)c1)Nc1cccc(S(=O)(=O)N2CCCCC2)c1 | 1 | 0 | -1.1 | i | 5 | 1.8 | nt | nt | -2.1
OCCN1CCN(CCOc2cccc(Cl)c2)CC1 | 2 | 1 | 1.3 | 3.8 | 0 | nt | -0.1 | -1.3 | -3.9
COc1ccc(Oc2nc(SC)nc3ccsc23)cc1 | -10 | 2 | 1.0 | i | 27 | nt | -1.1 | 0.5 | -2.3
NC(=O)c1ccc(NCCc2ccco2)cc1 | nt | 2 | 3.2 | nt | nt | 1.3 | nt | nt | -1.2
O=C(Cn1c(S(=O)(=O)Cc2ccccc2)nc2ccccc21)N1CCCCC1 | 9 | 7 | -0.6 | -0.2 | -1 | -1.2 | 2.7 | 1.2 | -1.9
O=C(NCc1ccc(F)cc1)c1ccc(N2CCOCC2)c([N+](=O)[O-])c1 | 2 | -1 | 1.0 | -0.6 | 6 | 1.0 | 1.0 | -4.4 | 0.1
CC(=O)c1cc2c(cc1N(C(=O)Cn1nnc3ccccc31)C(C(=O)NCCC(C)C)c1cccnc1)OCO2 (stereo unspecified) | 4 | -2 | 0.0 | i | 16 | 1.4 | 1.0 | 4.0 | -0.7
O=C1c2ccccc2-c2onc3ccc(Oc4ccccc4)c1c23 | 11 | -3 | 0.6 | -0.7 | -2 | nt | ? | 1.1 | -2.1
O=C(COC(=O)C1CCC1)NCc1ccc(Cl)cc1Cl | -4 | -1 | nt | i | 1 | 1.9 | -1.1 | 3.2 | -0.9
COc1ccc(NC(=O)CN(c2ccc(OC)cc2)S(=O)(=O)c2ccc(OC)c(OC)c2)cc1 | 2 | -2 | 0.5 | -0.1 | 27 | 0.2 | -0.6 | 0.3 | 0.0
CCc1c(C)[nH]c(=S)c(C#N)c1C | -9 | 0 | -0.9 | -1.3 | 5 | nt | -0.5 | 1.3 | 0.0
CCN(CC)c1ccc(S(=O)(=O)N2CCOCC2)cc1NC(=O)COC(=O)/C=C/c1ccc(C)o1 | 16 | 2 | 0.4 | -0.9 | 2 | -1.2 | -0.4 | -1.1 | -0.9
CCOC(=O)C1CCCN(c2cc(C)nc3cc(-c4ccc(Cl)cc4)nn23)C1 (stereo unspecified) | 3 | 2 | -1.3 | i | 25 | nt | 5.7 | 4.6 | -1.9
COc1ccc(N(CC(=O)NCc2cccs2)S(=O)(=O)c2ccc(C(C)=O)cc2)cc1 | 10 | 4 | 0.2 | i | 3 | 0.8 | nt | nt | -1.4
NC(=O)N/C=C1\CCCOC1=O | 0 | -2 | 1.3 | i | 9 | 0.5 | nt | nt | -4.6
Cc1nn(-c2ccccn2)c2c1C(=O)CC(C)(C)C2Br (stereo unspecified) | 7 | 2 | -0.6 | 0.0 | 5 | 0.3 | 0.3 | 0.2 | 1.2

Continued.
mol | GDH-TPI inh | FBA Mtb inh | Mtb BioA inh | Vc quorum ag | Yp Topo-I inh | TcdB GH inh | PfHsp40 yeast | UGM FP inh | FadD28 binding
Cc1cc(C)cc(NC(=S)NC(=O)CCN2C(=O)c3ccccc3C2=O)c1 | 6 | -1 | -2.1 | -0.3 | -9 | nt | 0.8 | -0.9 | 1.6
Cc1cc(OC(=O)N(C)C)nc(SCc2c(Cl)cccc2Cl)n1 | 6 | 0 | nt | -0.6 | 4 | 0.3 | -0.4 | -0.8 | -3.8
C[C@@H]1CN([C@@H](C)CO)C(=O)Cc2cc(NC(=O)Nc3ccc4c(c3)OCO4)ccc2O[C@@H]1CN(C)C(=O)NC1CCCCC1 | 13 | 1 | 0.0 | i | 10 | 0.1 | 1.2 | 3.0 | 2.4
Cc1ccc(NC(=O)c2sc3nc(N)c(C#N)cc3c2N)cc1 | 26 | -7 | nt | -0.5 | 0 | 0.4 | 3.5 | 0.9 | -3.2
